# LYP act – LYP phosphatase activators, primary screen, biochemical, DiFMUP fluorescence, 2 µM; recombinant LYP; 0 = plate median, 100 = signal doubled; hit rate 0.11% among 96,000; activation, % at 2 µM; Tyrosine-protein phosphatase non-receptor type 22 (Homo sapiens), Q9Y2R2;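 active = activation at 2 µM above a set limit, the mean plus 5 SD, cut at about 37% in these data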
# CYP2C9 activ – human CYP2C9 activators, primary screen, biochemical, luminescence | activation factor at 5 µM | Cytochrome P450 2C9 (Homo sapiens), P11712 | recombinant CYP2C9, luciferin-H conversion; active compounds read high; factor 1 = untreated enzyme, 0 = blocked | hit rate 1.4% among 96,000;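 active = activation factor of 2 or more for CYP2C9 at a 5 µM dose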;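 note: 0 = sulfaphenazole-blocked wells and 1 = vehicle-only wells; values of inactives mirror those of a sister screen read the other way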
# CYP2C9 inh – blockers of cytochrome P450 2C9 activity – biochemical, luminescence, ADME assay, primary screen | P11712 | CYP2C9 Supersomes, luciferin-H conversion | inhibition, % at 5 µM | hit rate 20% among 96,000;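 active = blocking of liver enzyme CYP2C9 beyond about 50% at 5 µM, limit read from the data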; note: values of inactives mirror those of a sister screen read the other way
# Pyk2 oligo antag – antagonists of Pyk2 self-association, primary screen, Q293 cells, FERM NanoBiT luminescence, HTS | Protein-tyrosine kinase 2-beta (Homo sapiens), Q14289 | active compounds read low | z-score (the deposit names both 25 µM and 10 µM) | hit rate 0.83% among 99,000;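 active = Z-score of -3 or lower, scaled per plate to the spread of control and sample wells; inactive = z-score above -3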;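 note: negative z-score means lost luminescence so less FERM oligomerization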
# Target sequence (Q14289 whole entry, looked up): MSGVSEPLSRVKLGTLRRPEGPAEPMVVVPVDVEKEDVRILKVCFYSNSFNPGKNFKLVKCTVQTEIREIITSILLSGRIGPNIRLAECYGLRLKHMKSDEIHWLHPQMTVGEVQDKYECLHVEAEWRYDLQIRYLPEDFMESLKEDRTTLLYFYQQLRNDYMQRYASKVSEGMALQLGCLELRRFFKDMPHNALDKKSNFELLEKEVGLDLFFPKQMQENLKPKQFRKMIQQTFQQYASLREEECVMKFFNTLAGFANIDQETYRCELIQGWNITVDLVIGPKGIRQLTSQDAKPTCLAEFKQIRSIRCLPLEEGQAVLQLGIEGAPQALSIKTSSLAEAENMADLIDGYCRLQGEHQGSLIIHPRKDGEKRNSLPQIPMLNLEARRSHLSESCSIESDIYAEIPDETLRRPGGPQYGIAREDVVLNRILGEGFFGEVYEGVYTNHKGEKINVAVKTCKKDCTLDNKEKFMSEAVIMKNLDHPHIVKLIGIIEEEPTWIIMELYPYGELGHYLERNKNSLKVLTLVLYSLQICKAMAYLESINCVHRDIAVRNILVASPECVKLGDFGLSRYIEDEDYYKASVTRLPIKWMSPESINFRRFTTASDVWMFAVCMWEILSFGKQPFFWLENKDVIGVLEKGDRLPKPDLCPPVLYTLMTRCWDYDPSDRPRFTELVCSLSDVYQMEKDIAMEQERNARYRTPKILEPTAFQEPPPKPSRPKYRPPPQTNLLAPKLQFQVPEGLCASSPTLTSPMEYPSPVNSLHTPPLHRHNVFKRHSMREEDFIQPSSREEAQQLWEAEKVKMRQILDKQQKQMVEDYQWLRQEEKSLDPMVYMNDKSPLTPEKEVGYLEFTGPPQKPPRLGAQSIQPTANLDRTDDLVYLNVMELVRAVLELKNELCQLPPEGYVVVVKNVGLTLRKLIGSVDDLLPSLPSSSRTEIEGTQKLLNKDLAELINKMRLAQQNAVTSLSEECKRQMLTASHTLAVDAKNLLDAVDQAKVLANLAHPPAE
# PostGolgi ctrl – growth inhibition of yeast control strain, primary screen, counter-screen for post-Golgi transport modulator project; efflux-deficient yeast background strain, growth absorbance A615, 16 h; inhibition, % at 10 µM; hit rate 5% among 98,000; AID 738, 2007
# PTPN22 inh 2 – PTPN22 phosphatase inhibitors, primary screen, biochemical, DiFMUP fluorescence, 2 µM | Tyrosine-protein phosphatase non-receptor type 22 (Homo sapiens), Q9Y2R2 | recombinant LYP catalytic domain | inhibition, % at 2 µM | hit rate 0.21% among 96,000 | AID 640, 2007;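 active = inhibition at 2 µM at or above a set limit, the screen mean plus 3 SD, cut at about 24% in these data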;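 note: 0% = DMSO with enzyme and 100% = enzyme fully blocked by orthovanadate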
# DAT uptake mod – changed hDAT dopamine uptake under cocaine IC80, either direction, primary screen, cocaine antagonist project, cell-based, LLC-PK1 hDAT, [14C]-dopamine uptake, MLSMR | Sodium-dependent dopamine transporter (Homo sapiens), Q01959 | LLC-PK1 hDAT cells, [14C]-dopamine uptake with cocaine IC80; actives deviate in either direction | B-score at 10 µM | hit rate 1.3% among 110,000 | AID 449768, 2010;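 active = Z score or B-score, a plate-position-corrected score, falls beyond the plate's 99.7% confidence bounds, in either direction; inactive = both scores lie inside the 99.7% bounds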;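 note: scored against the spread of the other compound wells on the same plate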
# E coli WT exp – growth inhibitors of wild-type E. coli, primary screen, strain BW25113, expanded library, OD600. OD600 absorbance. growth inhibition, % at 100 µM. hit rate 0.15% among 98,000. AID 710, 2007;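 active = growth inhibition above about 50% at one test dose, limit read from the data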;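 note: growth measured after 20 h incubation at 37 °C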
# PostGolgi yeast – phenotypic screen on post-Golgi transport, primary screen | post-Golgi transport phenotypic cell assay | inhibition, % at 10 µM | hit rate 0.9% among 98,000;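 note: yeast cells grown in 1536-well plates; yeast grown about 18 h at 30C before absorbance read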
# The depositor's hits bear a star; x = not tested or not shown. Cut-off read from the data, not from the text of the source, unless noted: active = inhibition above about 30%; inactive = the rest.
SMILES,LYP act,CYP2C9 activ,CYP2C9 inh,Pyk2 oligo antag,PostGolgi ctrl,PTPN22 inh 2,DAT uptake mod,E coli WT exp,PostGolgi yeast
COc1ccc(/C=N/Nc2ccc([N+](=O)[O-])cc2)cc1Cn1cc([N+](=O)[O-])cn1,-1.8,0.9,11.5,-0.96,-4.9,4.3,-0.161,-16.0,5.1
CCOc1cc(CNC(C)C)c(Cl)cc1OCC(=O)NCCc1ccccc1,2.0,0.7,33.1,0.04,0.6,-6.3,-1.53,-4.0,0.2
CC(C)CCNC(=O)C1CCCN(S(=O)(=O)c2ccc(F)cc2)C1 (centres undefined),x,1.1,-10.8,-0.77,14.7,x,-0.213,-14.0,-3.1
COc1ccccc1NS(=O)(=O)N(C)C,-12.4,1.2,-23.0,0.34,-4.0,12.8,-0.0876,-17.0,10.4
O=C(/C=N/O)NCc1cccnc1,3.5,1.1,-5.8,0.42,11.1,-6.0,0.626,0.0,-11.1
Cc1ccc(CN2CCC(C(=O)NCCC(C)C)CC2)o1,x,0.9,13.2,-0.46,-1.5,x,-0.778,0.0,5.0
O=c1c2ccccc2nc2n1C(CSCc1cccc(C(F)(F)F)c1)CS2 (centres undefined),1.4,0.6,38.6,-0.9,5.0,-3.9,-0.25,-7.0,-2.5
CN=C(Nc1ccc(C(=O)OC)cc1)SC1CC(=O)N(c2ccccc2F)C1=O (centres undefined),7.4,0.5,48.6,-1.95,3.0,-1.8,0.0588,-10.0,-4.3
Cc1cccc(OCCCC(=O)Nc2ccc(N3CCOCC3)cc2)c1,-0.8,0.5,47.6,1.64,-1.4,-2.7,0.0878,1.0,1.9
Cc1cccc(CSc2nc3c(cc2C#N)CCC3)c1,-3.1,x,x,-0.94,x,-4.4,-0.264,x,x
O=c1[nH]cnc2nc(-c3ccccc3)c(-c3ccccc3)nc12,-0.7,x,x,-0.68,1.2,3.5,1.58,-7.0,-3.0
Cc1ccccc1-n1nc(C)c2cc(C(=O)N3CCOCC3)sc21,17.8,1.3,-26.0,-0.37,1.0,-19.9,0.618,-1.0,8.6
Cc1cc(C)c2c(=O)n(CC(=O)NCCCN3CCOCC3)sc2n1,x,0.2,81.4*,x,4.8,x,-0.483,9.0,2.2
Cc1ccc(CN2CC(C(=O)Nc3ccc4c(C)cc(=O)oc4c3)CC2=O)cc1 (centres undefined),12.2,0.8,20.1,-0.62,11.1,-14.8,-0.259,0.0,4.0
Cc1oc2c(CN3CCCC3)c(O)ccc2c(=O)c1-c1ccccc1,-1.9,1.1,-10.1,0.94,18.2,-1.3,0.0028,-5.0,4.5
CC1CCN(C(=O)CSc2ccc(-c3ccc(F)cc3)nn2)CC1,3.1,0.8,20.4,-0.72,8.5,-6.3,x,3.0,3.9
Fc1ccc(C2C3=C(Nc4ncnn42)c2ccccc2OC3c2ccncc2)cc1 (centres undefined),-0.8,0.2,77.0*,-0.52,7.8,1.4,0.326,-2.0,-7.8
C=CCNC(=O)c1scc2c1CCCC2,x,1,-0.6,-0.03,-10.8,x,-0.127,9.0,-3.2
CC1(C)CC(=O)N(CC(=O)N2CCN(c3ncccn3)CC2)c2ccccc2S1(=O)=O,x,1.1,-5.9,x,-5.6,x,0.621,-1.0,-3.8
CCn1c2ccccc2c2cc(NC(=O)COc3ccc(OC)cc3)ccc21,5.4,1.2,-19.2,-0.08,7.6,-2.3,x,-4.0,-5.9
COCCOC(=O)c1c(C)oc2ccc(OCC=C(C)C)cc12,0.4,0.9,14.2,0.97,6.1,-2.2,0.692,9.0,0.0
Cc1ccc2c(c1)/C(=N/OC(=O)c1ccc(F)cc1)CCS2,4.9,1.1,-10.3,0.9,-5.6,-2.1,-0.636,-6.0,4.4
O=C(c1ccc2snnc2c1)N1CCN(c2ccccc2)CC1,-4.2,0.3,65.2*,-0.42,-2.6,1.7,0.158,-10.0,-2.6
Cc1ccc(N2C(=O)[C@@H]3Cc4ccccc4CN3C2=O)cc1,-4.3,1.2,-16.7,1.05,35.8*,3.9,-0.0443,-11.0,1.4
CCCCn1c(SCc2nnc(-c3ccccc3)o2)nc2c1c(=O)n(C)c(=O)n2C,-2.1,0.2,77.0*,0.53,13.7,-0.1,0.607,-1.0,0.0
COc1ccc(N2CCN(C(=O)Cn3c(=O)[nH]c4ccsc4c3=O)CC2)cc1,x,1.1,-12.2,-0.01,-5.4,x,-0.0089,-8.0,-9.4
Cc1cc(C)n2nc(-c3sccc3-n3cccc3)cc2n1,5.8,0.7,29.3,-0.22,35.1*,-3.3,-2.61*,0.0,-9.8
Cc1ccc(C)c(CSc2nnc(-c3cccs3)n2Cc2ccco2)c1,4.1,0.5,49.4,-1.3,35.2*,-7.1,0.854,-5.0,25.8
COc1ccc(N2CCN(C(=O)c3cn(C)c(=O)c4c3c3ccccc3n4C)CC2)cc1,-1.5,0.9,8.7,1.64,8.2,-0.2,0.836,-10.0,-1.1
CC(C)=C1C2C=CC1C(C(=O)Nc1cccc(C)c1)C2C(=O)O (centres undefined),4.8,1.2,-22.0,0.17,1.0,-8.4,0.158,-5.0,-2.1
COc1ccccc1-n1cnc2cc(NC(=O)c3ccco3)ccc21,-1.9,1.1,-6.3,-0.82,-6.6,5.1,-0.0839,12.0,-1.7
CCCCN1CCc2c([nH]c3ccc(C)cc23)C1=O,x,0.7,25.5,0.4,8.5,x,-0.0655,-3.0,-0.3
COc1ccc(-n2c(=O)c3c4c(sc3n3cnnc23)CC(C)CC4)cc1 (centres undefined),-1.7,x,x,0.56,x,0.3,0.642,x,x
Fc1ccccc1N1CCN(C(c2ccccn2)c2nnnn2C2CCCCC2)CC1 (centres undefined),8.5,0.2,77.3*,-1.65,40.5*,-11.6,0.0601,1.0,5.1
Cc1[nH]c(-c2ccc3c(c2)OCO3)nc1C(=O)O,1.4,1,3.9,x,30.6*,-4.3,0.848,-14.0,-1.5
CCn1c(-c2ccc(Cl)cc2)n[nH]c1=S,-5.7,0.9,6.5,0.22,5.2,6.0,-0.463,4.0,2.1
Cc1ccc(CCNC(=O)C2CCCN(S(=O)(=O)c3c(C)noc3/C=C/N(C)C)C2)cc1 (centres undefined),-5.6,0.3,69.0*,x,-2.1,1.9,-0.143,6.0,-7.1
CSc1nc(Sc2cccc(Cl)c2)c2ccccc2n1,-5.6,0.9,12.8,0.48,0.8,7.8,1.21,-7.0,4.9
CCCCCCCCc1nc(=S)[nH][nH]1,-1.5,x,x,1.15,x,3.1,0.689,x,x
COc1ccc(S(=O)(=O)N2CCC(NC(=O)OCc3c(Cl)cccc3Cl)CC2)cc1,-5.0,1.1,-8.1,-0.3,31.6*,8.8,1.5,-7.0,-11.9
COc1cc(NCCCCCCCN)c2ncccc2c1,-7.9,x,x,-1.07,x,8.5,-0.84,x,x
O=C(O)CCCC(=O)Nc1ccccc1C(=O)N1CCCC1,5.7,1,0.4,-0.07,6.3,-5.6,0.0692,0.0,7.3
O=C(CCN1CCOCC1)NCC1COc2ccccc2O1 (centres undefined),-2.4,x,x,-0.52,x,-5.1,-1.43,x,x
CCCCn1c(SCC(=O)N2CCOCC2)nnc1-c1cccs1,-5.7,0.4,62.1*,-0.38,2.9,4.8,0.416,3.0,-1.2
COc1ccc(CN2CCN(C(=O)c3cccs3)CC2)c(OC)c1OC,-12.2,1.1,-10.0,-0.45,0.6,11.2,-0.147,9.0,0.5
Cc1ccc(C)c(S(=O)(=O)NCc2ccc(C(=O)NCc3ccccn3)cc2)c1,-15.9,0.1,88.7*,-0.73,-0.8,13.4,1.35,2.0,1.4
Cc1ccc(CNC(=O)C2CCCN(Cc3cnn(-c4ccccc4)c3-n3cccc3)C2)cc1 (centres undefined),0.2,0.6,43.6,-1.01,4.7,0.4,0.224,-15.0,4.9
O=C(O)CCc1ccc(-c2ccc(F)cc2)n1CCC(=O)O,-2.3,1,-0.9,-0.88,-6.4,-0.5,-0.434,0.0,-15.1
O=C(Nc1nc2ccccc2n1Cc1ccccc1)c1ccco1,-1.2,1.1,-8.8,0.72,18.5,1.1,0.287,-8.0,14.9
COCCSc1nnc(-c2cnccn2)o1,6.2,0.8,16.7,-0.1,11.0,-8.7,-0.0246,-3.0,-3.5

# (next part)
SMILES,LYP act,CYP2C9 activ,CYP2C9 inh,Pyk2 oligo antag,PostGolgi ctrl,PTPN22 inh 2,DAT uptake mod,E coli WT exp,PostGolgi yeast
COC(=O)c1c(C(=O)OC)c(-c2ccc(C)cc2)n2c1CCC2,3.6,0.8,19.0,0.28,14.6,-1.5,0.106,0.0,4.0
CCN(CC)C(=O)CSc1nnc(-c2cccc(OC)c2)o1,x,1.6,-55.9,0.27,2.4,x,1.33,3.0,15.3
COc1ccc2c(c1)CCc1c(C(=O)Nc3cc(C)n(Cc4ccc(Cl)cc4)n3)noc1-2,x,1.3,-34.3,1.02,0.4,x,-0.0552,-9.0,0.5
CCN(CCNC(=O)Cn1cc2c(n1)CCCC2)c1ccccc1,x,0.3,68.8*,x,9.3,x,1.16,-2.0,2.0
COc1ccc(C(=O)/C=C/NCc2ccc(C)cc2)cc1,4.0,x,x,0.38,x,2.3,2.18,x,x
COC(=O)C(O)(CC(=O)Nc1cc(OC)c(OC)c(OC)c1)C(F)(F)F (centres undefined),0.4,x,x,0.46,x,-5.8,-0.811,x,x
COc1ccccc1NC(=O)Nn1cnnc1,x,1.1,-12.5,1.24,-12.1,x,1.97,0.0,-7.7
CCOc1ccc(-c2nnn(CC(=O)Nc3ccccc3OC)n2)cc1OCC,3.4,0.8,21.7,-0.34,-2.5,-5.7,-0.774,3.0,15.3
Cc1ccc(-c2noc(CCC(=O)NCCN3CCc4ccccc4C3)n2)cc1,-3.0,0.3,71.6*,0.66,-0.9,3.2,0.214,1.0,-6.4
COCCCN(C)C1CCN(C(=O)Nc2ccc(F)cc2)CC1,-6.6,1,-1.4,x,5.0,4.3,-0.129,0.0,-5.1

# An excerpt from above with just PTPN22 inh 2 and PostGolgi ctrl:
Compound | PTPN22 inh 2 | PostGolgi ctrl
O=C(O)CCc1ccc(-c2ccc(F)cc2)n1CCC(=O)O | -0.5 | -6.4
O=C(Nc1nc2ccccc2n1Cc1ccccc1)c1ccco1 | 1.1 | 18.5
COCCSc1nnc(-c2cnccn2)o1 | -8.7 | 11.0

# Further compounds
SMILES,LYP act,CYP2C9 activ,CYP2C9 inh,Pyk2 oligo antag,PostGolgi ctrl,PTPN22 inh 2,DAT uptake mod,E coli WT exp,PostGolgi yeast
Cc1occc1C(=O)NNC(=O)c1ccc(F)cc1,1.8,1,-3.1,0.15,11.5,1.5,0.874,12.0,2.3
Nn1cnc2sc3c(c2c1=O)CCC3,8.5,1.3,-30.8,0.36,7.8,-8.9,0.287,1.0,-1.0
Cc1ccccc1-n1c(C)nnc1SCC(=O)N1CC(=O)Nc2ccccc21,x,1.1,-14.7,1.23,17.3,x,0.42,1.0,5.8
CCC1CCCCN1CCNC(=O)c1[nH]c(C)c(C(C)=O)c1C (centres undefined),-10.1,0.9,9.6,-0.02,3.8,7.8,1.1,-4.0,9.5
COC(=O)c1ccc(COC(=O)CCc2nc(-c3ccccc3)c(-c3ccccc3)o2)cc1,-13.1,0.1,85.7*,0.13,9.8,12.8,0.0259,-9.0,-11.4
Cc1onc(-c2ccccc2)c1C(=O)Nc1cccc(OC(C)C)c1,2.1,0.7,32.5,-0.48,32.7*,-2.2,0.0465,-1.0,1.4

# Rows are unselected; 24% or so of the library scored in one or more.
